Bioassay records from PubChem.
SKN-1 inh: blocks SKN-1 activity in C. elegans; C. elegans VP596 Pgst-4::GFP/RFP ratio, acrylamide-induced, 24 h; inhibition, % at 21.8 µM; hit rate 0.49% among 360,000;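 active = interference check ratio from 0.5 to 1.5 plus GFP to RFP signal ratio inhibition reaching or exceeding a fixed threshold, cut at about 30% in these data, passing the limit was not always enough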; also: some compounds called inactive have numbers as strong as hits
NRP1-CendR mod: alters CendR peptide binding to human NRP-1 | FAM-RPARPAR peptide binding to NRP-1, fluorescence polarization | inhibition, % at 25 µM | hit rate 0.85% among 360,000 | AID 602438;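 active = inhibition or corrected inhibition above about 18%, plus a signal ratio from 0.5 to 1.5, limit read from the data, passing the limit was not always enough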; also: strong numbers were not always called active
TbMetRS inhib: blocks T. brucei methionyl-tRNA synthetase activity; purified T. brucei MetRS, ATP depletion, Kinase-Glo luminescence; inhibition, % at 11.9 µM; hit rate 0.4% among 360,000; AID 624268;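 active = inhibition above a per-plate cutoff of the control wells' mean inhibition plus 3 SD, cut at about 5.5% in these data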;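 also: 0% = DMSO wells median and 100% = median of wells with control inhibitor compound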
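System: purified T. brucei MetRS enzyme / Detection: Kinase-Glo luciferase luminescence reporting remaining unconsumed ATP / Medium: HEPES buffer with MgCl2, KCl, DTT, spermine, BSA, pyrophosphatase / Replication: singlicate, one well per compound / Evaluation: percent inhibition relative to median high and low control wells / Schedule: 2 h aminoacylation at 25 °C after 15 min preincubation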
MsrA inhibitor: bovine MsrA inhibition; AID 651718; purified bovine MsrA, absorbance read-out; inhibition, % at 15.5 µM; hit rate 0.75% among 360,000; in the data active = inhibition above about 4.5%;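 also: 0% = vehicle wells with enzyme and 100% = reference inhibitor wells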
bovine MsrA act: bovine methionine sulfoxide reductase A activation | purified bovine MsrA, absorbance read-out | activation, % at 10.6 µM | hit rate 0.3% among 360,000 | AID 602163; in the data active = activation above about 7.5%;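 also: 0% = vehicle and 100% = reference activator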
MT1-MMP act inh: blocks activation of human MT1-MMP; P50281; HT1080 RFP-PRO-GFP cells, GFP/RFP ratio fluorescence, overnight; percent of plate control window, DMSO zero; GFP/RFP ratio change, % at 20 µM; hit rate 0.061% among 360,000;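 active = GFP/RFP ratio change of at least 30% with cell ATP level not reduced by more than half and red fluorescence within 50% of control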; also: strong numbers were not always called active
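Compound: 20 µM single dose, 1% DMSO / System: HT1080 RFP-PRO-GFP cells / Controls: DMSO and RFP-L50D-GFP cell wells / Read-out basis: GFP/RFP fluorescence ratio / Schedule: overnight compound exposure at 37 °C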
eLon inh: inhibitors of E. coli Lon protease; P0A9M0; purified E. coli Lon protease, fluorescence polarization; inhibition, % at 7.94 µM; hit rate 0.42% among 360,000; AID 602123; in the data active = inhibition above about 13%, passing the limit was not always enough;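 also: 0% = enzyme with probe and DMSO and 100% = no enzyme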
PABP1 MLLE inh: inhibitors of microRNA-mediated deadenylation, human PABP1 MLLE binding; P11940; GST-MLLE / FITC-PAM2 fluorescence polarization; inhibition, % at 20 µM; hit rate 0.36% among 360,000; AID 588489; in the data active = inhibition above about 35%, passing the limit was not always enough;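 also: plate controls were DMSO wells with GST-MLLE for no effect and wells lacking GST-MLLE protein for full effect; some results filed as inactive read as strong as hits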
Target sequence (P11940 whole entry, looked up): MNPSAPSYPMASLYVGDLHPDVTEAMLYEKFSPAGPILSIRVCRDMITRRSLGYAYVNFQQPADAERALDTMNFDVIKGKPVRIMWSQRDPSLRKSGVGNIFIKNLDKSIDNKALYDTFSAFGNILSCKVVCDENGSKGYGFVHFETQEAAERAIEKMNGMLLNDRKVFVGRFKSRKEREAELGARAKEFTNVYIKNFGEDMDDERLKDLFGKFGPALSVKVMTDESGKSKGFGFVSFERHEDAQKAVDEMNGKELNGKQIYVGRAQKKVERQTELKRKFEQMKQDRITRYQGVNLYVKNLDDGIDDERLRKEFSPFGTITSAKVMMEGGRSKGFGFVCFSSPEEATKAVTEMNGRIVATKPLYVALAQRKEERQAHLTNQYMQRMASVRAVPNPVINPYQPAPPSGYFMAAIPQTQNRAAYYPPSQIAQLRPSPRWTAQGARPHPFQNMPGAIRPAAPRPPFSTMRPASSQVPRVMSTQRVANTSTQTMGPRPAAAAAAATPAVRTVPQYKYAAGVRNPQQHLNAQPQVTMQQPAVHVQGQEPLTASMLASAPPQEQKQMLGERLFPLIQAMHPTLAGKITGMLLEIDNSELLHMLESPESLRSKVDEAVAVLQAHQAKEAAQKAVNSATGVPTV
FAS TE block: inhibitors of human fatty acid synthase thioesterase domain | P49327 | recombinant FAS-TE, OMFH fluorogenic substrate, fluorescence endpoint | inhibition, % at 15 µM | hit rate 0.67% among 360,000;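 active = compounds whose normalised, plate-corrected inhibition of enzyme fluorescence in the single-dose primary screen is 50% or more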;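 also: 0% = DMSO with enzyme and 100% = substrate without enzyme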
* = called active by the depositor; x = no result given.

SMILES	SKN-1 inh	NRP1-CendR mod	TbMetRS inhib	MsrA inhibitor	bovine MsrA act	MT1-MMP act inh	eLon inh	PABP1 MLLE inh	FAS TE block
Cc1cccc(NC(=O)c2cnc3n(c2=O)CCS3)c1	9	11	-0.4	-0.3	1	4	4	12	3
CC(C)C[C@H]1CNC(=O)C(=O)N1CC1CCN(CCc2ccc(-c3ccccc3)cc2)CC1	3	-4	-0.8	0.2	-5	2	-4	-10	-6
CCN(CC)Cc1oc(-c2ccccc2)cc1C(=O)O	4	-12	-1.1	0.8	-5	-4	-5	17	-6
Clc1ccc2nc(CN3CCCCC3)cn2c1	6	2	-0.5	0.9	-1	1	2	8	-7
Cc1nn(C(C)C(=O)NC2CCCCCC2)c(=O)c2nn(-c3ccccc3)c(C)c12 (stereo unspecified)	2	10	-0.4	-0.5	0	6	-9	22	4
COC(=O)c1sccc1NC(=O)COc1cccc(C)c1	-5	-5	-0.3	-0.1	0	-3	-2	2	26
CC(C(=O)Nc1ccc(F)c(F)c1)N1CCN(C)CC1 (stereo unspecified)	18	-5	-0.9	0.5	-4	1	-7	-8	-2
COc1cc([N+](=O)[O-])ccc1NC(=O)NCc1cccnc1	6	-1	-0.1	1.4	-6	-2	-5	6	0
COc1ccc(/C=N/NC(=O)c2ccccc2NC(=O)c2ccco2)c(OC)c1	-7	3	-0.8	-0.4	-4	-1	0	-1	12
CCN(CC)P(=O)(Nc1ccc([N+](=O)[O-])cc1)c1c(C)nn(CCC#N)c1NC(=O)c1ccc(Cl)cc1 (stereo unspecified)	-7	13	-0.3	2.0	-2	-3	10	12	23
N#C/C(=C\c1ccc(O)cc1)C(=O)NCc1cccc(Cl)c1	8	-10	-0.2	2.5	-4	2	-1	-3	2
COC(=O)N(C)C[C@@H]1OCc2cnnn2CCCC(=O)N([C@@H](C)CO)C[C@H]1C	12	2	-0.2	-0.1	-4	1	-8	-5	-8
COc1ccc(NC(=O)/C=C/c2ccc(OC)c(OC)c2)cn1	8	-1	-0.8	6.8*	-6	5	-8	-5	-1
COc1cc(OC)cc(C(=O)N[C@H](C(=O)NNC(=O)c2ccc(Br)cc2)C(C)C)c1	-1	23*	-0.1	0.2	-2	-1	-8	0	-5
CC(C)(C)OC(=O)NCC(=O)NNC(=O)C(C(=O)OCc1ccccc1)c1ccccc1 (stereo unspecified)	-4	-7	-0.2	0.3	-1	2	-10	7	-4
COc1ccc(C(=O)NC2=NCCS2)cc1S(=O)(=O)N1CCCCC1C (stereo unspecified)	-4	-2	-0.3	0.0	-2	0	-4	-3	-7
CCC(Oc1ccccc1)C(=O)Nc1nc2c(s1)C(=O)CC(C)(C)C2 (stereo unspecified)	-28	-4	-0.4	1.2	-9	6	0	8	-4
Cn1c(SCC(N)=O)nnc1C1CCN(C(=O)NCc2ccccc2)CC1	14	-1	-0.2	-1.4	-4	-13	-6	-5	-4
CN(C)S(=O)(=O)c1ccc(C(=O)Nc2nnc(-c3cccs3)o2)cc1	-3	1	-0.1	2.3	-3	-2	0	-1	0
CN(C)CCOCCOc1ccc(Cl)cc1C(C)(C)C	22	5	-0.8	-0.7	1	-4	6	-16	0
CCCCC(CC)CNS(=O)(=O)c1ccc2c(c1)CCN2C(=O)CCC(=O)O (stereo unspecified)	0	11	-0.3	-0.3	-2	4	6	8	2
CN(C)CCCNC(=O)c1cc(C(=O)c2ccccc2)c[nH]1	-10	3	-0.8	0.8	-5	-1	8	-3	-4
Cn1c(C(=O)O)ccc1S(=O)(=O)N1CCCCCC1	-4	-6	-0.3	1.1	-1	0	7	-9	-6
Cn1c(=O)c(C(=O)NCC2CCCO2)c(O)c2ccccc21 (stereo unspecified)	7	8	-0.4	-0.1	-12	-1	-1	-6	5
O=C(Nc1ccn(Cc2ccccc2F)n1)c1ccc(COc2ccc(Br)cc2)cc1	-4	1	-0.2	0.6	-5	-1	-6	-2	34

Additional compounds
SMILES	SKN-1 inh	NRP1-CendR mod	TbMetRS inhib	MsrA inhibitor	bovine MsrA act	MT1-MMP act inh	eLon inh	PABP1 MLLE inh	FAS TE block
Cc1ccc(NC(=O)C2CC(=O)N(c3ccc4c(c3)OCCO4)C2)cc1S(=O)(=O)N1CCCCCC1 (stereo unspecified)	-7	7	-0.2	0.1	-1	-11	-12	11	19
Cc1ccc(OC(C)C(=O)Nc2ccc(Cl)cn2)c([N+](=O)[O-])n1 (stereo unspecified)	1	7	-0.3	0.9	-5	-2	-10	-1	10
Cc1cccc(-c2c3c(=O)n(C)c(=O)n(C)c3cn2-c2ccccc2O)c1	-9	10	-0.8	1.0	4	5	-5	-2	0
CCS(=O)(=O)c1ccc2oc(SCC(=O)NC3CCCC(C)C3C)nc2c1 (stereo unspecified)	20	10	-0.5	-0.7	1	-5	4	-2	-2
c1ccc2sc(NN=C3CCCCCC3)nc2c1	13	2	-0.3	2.9	-3	-4	4	7	14
COc1cc(C(=O)NCC(=O)N/N=C(\C)Cc2ccccc2)cc(OC)c1OC	-2	-3	-0.3	-0.4	1	-3	-12	6	-6
O=C(NC1CCCCCC1)C1c2ccccc2C(=O)N1CCCN1CCOCC1 (stereo unspecified)	-8	-9	-0.4	-0.7	-1	0	0	8	-6
Cc1noc2ncnc(Oc3ccccc3Cl)c12	9	-3	-0.5	-0.4	-4	-9	12	9	-3
CCOC(=O)C1CCN(c2cc(=O)n(C3CCCCC3)c(=O)[nH]2)CC1	8	3	-0.4	-0.2	3	0	-6	10	-2
CCOC(=O)Cc1ccc(NCc2ccc(Cl)cc2)cc1	2	15	-0.8	1.0	-11	-4	12	10	9
COc1ccc2sc(-c3ccccc3OC)c(C#CCCO)c2c1	11	4	0.2	2.4	0	-2	-3	-24	19
COc1ccccc1N(C(=O)c1snc(C(N)=O)c1N)C(C(=O)NCc1ccccc1)c1ccc(O)cc1 (stereo unspecified)	0	2	0.0	0.0	-2	-1	4	-2	2
O=C(NCc1ccc(OC(F)(F)F)cc1)C1CCC(=O)N(C2CC2)C1 (stereo unspecified)	-19	15	-0.3	1.6	-8	5	8	6	-5
O=C(NCCCN1CCCC1=O)C1CCN(S(=O)(=O)c2ccc(F)cc2)CC1	11	6	-0.4	0.2	-1	-3	-15	6	-6
NS(=O)(=O)c1ccc(N=Nc2c(-c3ccccc3)[nH]n(-c3nc(-c4ccccc4)cs3)c2=O)cc1	2	13	-0.6	0.6	-5	11	3	-8	23
CCCc1nc2oc3c(=O)[nH]cnc3c2c2c1COC(C)(C)C2	4	-5	-1.3	0.0	-10	1	5	9	0
COC1=CC(=Cc2c(N)n3nc(CC(=O)N4CCOCC4)sc3nc2=O)C=C(OC)C1=O	11	-109	0.9	2.6	-5	1	-280	-164	-21
CN=c1scc(-c2cccs2)n1/N=C/c1ccc(O)c(O)c1O	2	-5	-1.7	1.6	-6	-6	28*	18	15
O=C(O)c1ccc(COc2ccc3ccccc3c2/C=C2/NC(=O)N(c3ccccc3)C2=O)cc1	-1	-19	-0.1	1.0	0	2	-7	11	-8
Nc1nc(Sc2ncccc2[N+](=O)[O-])n[nH]1	6	-2	-0.5	0.7	-5	3	-1	12	-5
NC(=O)CSc1nnc(Cn2cnc3ccccc32)o1	5	3	-0.7	-0.2	-5	0	11	0	-6
COc1cc(NC(=O)CSc2nc3c(c(=O)n(C)c(=O)n3C)n2C)cc(OC)c1	1	8	0.5	0.2	-1	0	-6	12	0
O=C(COc1ccc(Br)cc1Br)NNC(=O)c1cccs1	-10	-9	-0.2	0.7	-4	1	1	-7	1
COc1ccccc1NCCC(=O)OCC(=O)Nc1ccccc1F	-15	6	-0.5	0.6	-4	x	5	-9	0
O=C(COC(=O)C12CC3CC(CC(C3)C1)C2)NCc1ccco1	-6	6	-0.3	-0.1	3	0	-3	-19	1

Record cards, as listed above.
`CCS(=O)(=O)c1ccc2oc(SCC(=O)NC3CCCC(C)C3C)nc2c1` (stereo unspecified) across the screens: SKN-1 inh = 20; NRP1-CendR mod = 10; TbMetRS inhib = -0.5; MsrA inhibitor = -0.7; bovine MsrA act = 1; MT1-MMP act inh = -5; eLon inh = 4; PABP1 MLLE inh = -2; FAS TE block = -2
`CCOC(=O)Cc1ccc(NCc2ccc(Cl)cc2)cc1` across the screens: SKN-1 inh = 2; NRP1-CendR mod = 15; TbMetRS inhib = -0.8; MsrA inhibitor = 1.0; bovine MsrA act = -11; MT1-MMP act inh = -4; eLon inh = 12; PABP1 MLLE inh = 10; FAS TE block = 9

Some values from the entries so far.
`CCOC(=O)C1CCN(c2cc(=O)n(C3CCCCC3)c(=O)[nH]2)CC1` in eLon inh is entered as -6
`COc1cc(NC(=O)CSc2nc3c(c(=O)n(C)c(=O)n3C)n2C)cc(OC)c1` in NRP1-CendR mod is entered as 8

Going on with the list:
SMILES	SKN-1 inh	NRP1-CendR mod	TbMetRS inhib	MsrA inhibitor	bovine MsrA act	MT1-MMP act inh	eLon inh	PABP1 MLLE inh	FAS TE block
COc1cccc2sc(N3CCN(C(=O)c4ccco4)CC3)nc12	10	-3	-0.4	-0.4	0	4	-7	11	-6
CCn1c(SCC(=O)Nc2nc(C)c(C(=O)OC)s2)nnc1C(C)C	4	0	-0.3	0.7	-3	0	-2	13	-3
O=C(Oc1cccc(N2C(=O)CCC2=O)c1)C1CC(=O)N(c2ccc(Br)cc2)C1 (stereo unspecified)	13	-6	0.0	0.9	-4	4	-9	-9	2
CCC(=O)Nc1cc(C(=O)O)ccc1S(=O)(=O)c1ccc(C)cc1	6	-16	-0.2	0.4	-2	-1	11	4	-8
CC(=NNC(=S)N1CCN(c2ccccn2)CC1)c1nccs1	0	8	0.1	x	-1	25	0	16	-2
NC(=O)CC(NC(=O)c1cccc(Br)c1)c1ccc(NC2CCN(Cc3ccccc3)CC2)c([N+](=O)[O-])c1 (stereo unspecified)	-4	-6	0.0	-0.4	-3	4	-3	-2	-14
COc1cc(OC)c(OC)cc1CNC(=O)c1cc(S(=O)(=O)N2CCOCC2)ccc1F	5	9	-0.3	-0.8	1	1	-21	-4	-6
COc1ccc(S(=O)(=O)N2CCOCC2)cc1C(=O)Nc1ccc(N2CCCCCC2)cc1	0	0	-0.5	0.7	-7	0	9	7	62*
O=C1c2ccccc2C2(c3ccc(F)cc3)NCCN12 (stereo unspecified)	4	-2	-0.6	0.8	1	3	2	6	2
Cc1cc(N2CCCC2=O)cc(C)c1S(N)(=O)=O	5	0	0.1	0.0	-1	3	1	1	-7
C#CCOCCOCCOCCNc1nc(N2CCN(C(=O)CCCCCCCCCCNC(=O)[C@@H](CCC(=O)O)n3cc(CCCCCN)nn3)CC2)nc(N2CCN(C(=O)CCCCCCCCCCNC(=O)[C@H](CO)n3cc(CCCCCN)nn3)CC2)n1	-4	6	-0.4	x	1	5	-6	-16	-14
Cc1cc(F)cc(-c2cc(C(=O)NCC3CCCCC3)[nH]n2)c1	11	-4	-0.3	-1.9	-2	0	-5	-8	-1
Nc1nnc(-c2ccccc2F)s1	2	-17	-0.3	-0.9	-12	-2	-2	5	-4
O=C(/C=C/c1ccccc1[N+](=O)[O-])N1CCCCC1	-1	9	-0.7	0.4	-5	-5	4	1	-8
CCN(CC)C(=O)COC(=O)c1cc(-c2ccc(OC)cc2)nc2ccccc12	11	8	-0.3	1.0	-2	5	-11	-5	29
Cc1ccc(C(=O)CC(SCC(=O)O)c2ccc([N+](=O)[O-])cc2)cc1 (stereo unspecified)	9	-8	-0.2	0.0	-3	2	-1	9	10
COc1ccc(-n2nc(C(=O)NCC(=O)N3CCCC(C)C3)c3ccccc3c2=O)cc1 (stereo unspecified)	15	3	-0.9	0.0	-5	-2	-1	-8	-4
